Cneo AK release = Cryptococcus neoformans cell lysis inducers, primary screen, AK release luminescence, single concentration. C. neoformans lysis, adenylate kinase release luminescence, 4 h; normalised: neutral wells 0, clomiphene wells 100. lysis activity, % at 15 µM. 0.2% of 360,000 active. AID 651654, 2012;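 active means mean lysis activity across replicates of at least 80%, whatever share of replicates individually reach that level; inactive means mean lysis activity below 80%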
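Schedule: static 4 h at 37 °C with compound, 1 h detection; system: C. neoformans cells; benchmarks: Clomiphene as positive control; buffer or medium: fresh YPD medium; measure: luminescence rise reflecting yeast cell lysis; measured by: luminescent adenylate kinase detection reagent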
ARNT-TACC3 inh = disruptors of ARNT/TACC3 protein interaction, primary screen, biochemical, AlphaScreen, single concentration; Transforming acidic coiled-coil-containing protein 3 (Homo sapiens), Q9Y6A5; inhibition, % at 9.99 µM; 0.66% of 390,000 active; AlphaScreen His-ARNT PAS-B/GST-TACC3 binding, luminescence; TACC3 fragment carries E629A point mutation;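 active means mean inhibition of replicates at least 50% and at least half of replicates each reaching 50%; inconclusive means half or more replicates reach 50% but mean below 50%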;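 further: 0% = complete ARNT plus TACC3 wells and 100% = ARNT alone without TACC3; many hits fall short of the cut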
PAX8 inh HTS = inhibitors of PAX8-driven TPO luciferase reporter, primary screen, RMG-I cells, single concentration; 1.2% of 360,000 active; SteadyGlo, 24 h; inhibition, % at 12.6 µM;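 active means mean replicate inhibition at least 60% with every replicate also reaching 60%; inconclusive means only one of the two criteria is met; inactive means mean below 60% and not all replicates reaching 60%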;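 further: luciferase light reporting Pax8 driven TPO promoter activity; plate controls were median of neutral control wells for no effect and mitoxantrone controls for full effect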
C2C12 statin = suppressors of statin myotoxicity in C2C12 myotubes, primary screen, cell-based, single point, plate reader; C2C12 myotubes + simvastatin, ATP luminescence, 48 h; scaled: DMSO 0, geranylgeraniol control 100; rescue of ATP level, % at 7.49 µM; 0.78% of 330,000 active; AID 602340, 2012;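 active means mean ATP rescue above about 67%, or every replicate alone reaching that limit, limit read from the data, passing the limit was not always enough; inconclusive means no clear call, values can overlap the other calls; inactive means mean under the limit and some replicate under it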;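 further: myotubes were challenged with 10 µM simvastatin during compound exposure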
GSIS activator = GLuc luminescence reporter in INS-1E cells, primary screen for activators of glucose-dependent secretion of insulin | INS-1E GLuc reporter insulin secretion, 2-3 h | activation, % at 16.6 µM | 0.61% of 370,000 active;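 active means lowest replicate activation of at least 40%, so every replicate reaches that level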;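 further: 0% = median of neutral control wells and 100% = median of IBMX positive control wells; some compounds called inactive have numbers as strong as hits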
PGC1a acetyl inh = inhibitors of PGC1a acetylation signal, primary screen, cell-based, U2OS, AlphaScreen, inhibitor mode; AlphaScreen anti-acetyl-lysine; with virally co-expressed GCN5 acetyltransferase; inhibition, % at 15.6 µM; 0.17% of 350,000 active; AID 651687, 2012;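 active means every replicate shows inhibition of at least 40%; inconclusive means mean inhibition at least 40% but some replicate below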;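 further: 0% = neutral control wells and 100% = positive control wells; some results beyond the cut were filed as inactive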
LGR2 antag = inhibitors of bursicon-induced LGR2 CRE-luciferase signal, primary screen, cell-based, HEK293, CRE-luciferase reporter, bursicon stimulation | Drosophila bursicon receptor LGR2 (rickets) | bursicon-stimulated, 4 h | inhibition, % at 9.99 µM | 0.35% of 380,000 active;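 active means drop in luminescence signal, shown as inhibition above about 50% in the replicate tests, limit read from the data, passing the limit was not always enough; inconclusive means probably only some replicates passing the limit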;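 further: agonist challenge used bursicon conditioned medium at about half maximal strength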
PglD DTNB = C. jejuni PglD acetyltransferase inhibitors, primary screen, biochemical, DTNB colorimetric, single point; UDP-N-acetylbacillosamine N-acetyltransferase PglD (Campylobacter jejuni); purified PglD enzyme, DTNB colorimetric CoA detection; inhibition, % at 12.5 µM; 0.098% of 360,000 active; in the data active means inhibition above about 16%, passing the limit was not always enough; inconclusive means no clear call, values can overlap the other calls; further: strong numbers were not always called active
* hit, by the source's call; ? = inconclusive; / = not tested or not shown.

SMILES | Cneo AK release | ARNT-TACC3 inh | PAX8 inh HTS | C2C12 statin | GSIS activator | PGC1a acetyl inh | LGR2 antag | PglD DTNB
CN(C)CCN(Cc1ccccc1)S(=O)(=O)c1csc(C(N)=O)c1 | 9.8 | -2.9 | 6.3 | -7.6 | 13.5 | 1.8 | -14.9 | 2.7
CC(/C=N/n1c(-c2ccco2)n[nH]c1=S)=C\c1ccccc1 | 0.2 | 13.4 | -19.3 | 20.3 | 0.0 | 8.0 | 12.9 | 0.7
Cc1cnc(NC(=O)c2cc3c(C)nn(Cc4ccccc4Cl)c3s2)s1 | / | -0.7 | 0.0 | -46.3 | 10.1 | -1.7 | 19.8 | /
N#CCSc1nn(-c2ccc(F)cc2)c(=S)s1 | / | 1.4 | -4.3 | / | 18.9 | / | -6.4 | /
N=C1/C(=C\c2ccc(SCc3ccccc3)o2)C(=O)N=C2SC(CC(=O)N3CCOCC3)=NN12 | / | 3.5 | -10.3 | 4.5 | -8.9 | / | 14.9 | /
Cc1c(Cl)c([N+](=O)[O-])nn1CC(=O)N1CCN(C23CC4CC(CC(C4)C2)C3)CC1 | 2.0 | 4.0 | 10.2 | -0.2 | -11.0 | -19.4 | 3.9 | 14.2
COc1c(F)c(F)c(C(=O)O)c(Nc2ccccc2C)c1F | 3.6 | -0.7 | / | -18.5 | / | -17.6 | / | 4.6
COc1ccc(Cn2ccnc2SCC(=O)Nc2nnc(C)s2)cc1 | -1.3 | -3.6 | / | 9.4 | / | / | -15.5 | -0.4
O=S(=O)(O/N=C1\CCCc2ccccc21)c1ccc(Cl)cc1 | 0.3 | -4.9 | 13.1 | 14.4 | / | -16.7 | / | 2.0
O=C(O)c1nn(-c2ccccc2)c(-c2ccccc2)c1C(=O)c1ccccc1 | -2.2 | -4.6 | 6.3 | 2.0 | 21.2 | -4.6 | 16.3 | 0.3
CCN(c1cccc(C)c1)S(=O)(=O)c1c(C)[nH]c(C)c1C(=O)N1CCCCC1 | 0.3 | -2.3 | 6.5 | -8.9 | -8.4 | -0.5 | -0.2 | 0.3
CC(=O)OCC(=O)Nc1ccc(SC(F)F)cc1 | / | -18.6 | -0.1 | / | -1.6 | 7.3 | 4.0 | /
Cc1nn(-c2ccccc2)c2[nH]c(=O)c(CNc3ccc4c(c3)OCCO4)cc12 | -1.5 | 14.7 | -7.0 | 0.3 | / | 0.8 | / | 2.6
O=C(COc1ccc(S(=O)(=O)N2CCOCC2)cc1)NCCN1CCOCC1 | -3.5 | -6.1 | 6.2 | 10.0 | 13.2 | / | 10.6 | -2.6
CSc1ccccc1NC(=O)c1cc(-c2ccc3c(c2)OCO3)on1 | -1.0 | -0.2 | -42.9 | 1.5 | -2.9 | / | -32.2 | -2.4
COc1cccc(N(CC(=O)NC2CCCCC2)C(=O)CCCC(=O)Nc2ccccn2)c1 | -0.4 | 0.4 | -1.0 | -23.6 | -3.9 | -5.1 | -2.2 | 3.1
O=C(CCNc1ccc(Cl)cc1)c1cccs1 | / | 0.4 | -25.3 | / | -0.7 | / | -54.5 | /
Cc1cnc(CN(C)C(=O)c2ccc3oc(Cc4ccccc4)nc3c2)[nH]1 | 3.1 | / | -12.4 | -1.0 | 19.2 | / | -14.6 | -0.1
Cc1ccc(/C=N/N2CCN(Cc3cccc4ccccc34)CC2)o1 | -5.7 | 12.4 | / | 10.7 | / | 5.3 | / | -0.8
O=C(Nc1cccc(F)c1)c1ccc(S(=O)(=O)NCC2CCCO2)cc1 (stereo unspecified) | 0.8 | -3.9 | / | -8.6 | / | -19.0 | / | 2.7
CCOC(=O)N1CCN(C(=O)CNC(=O)c2nn(-c3ccc(OC)cc3OC)c(=O)c3ccccc23)CC1 | -3.2 | -15.9 | -23.9 | 3.7 | -6.8 | -9.3 | -12.8 | -6.2
COCCNC(=O)C[C@@H]1C=C[C@@H](NC(=O)NC2CCCC2)[C@H](CO)O1 | 21.5 | -0.5 | -3.4 | -3.3 | 2.4 | 3.5 | 7.7 | -0.7
O=C(/C=C/c1cccc(Br)c1)NCc1ccncc1 | -1.9 | 12.7 | 16.0 | 3.8 | 11.5 | -4.1 | 6.3 | -7.2
Cc1nc2ccccc2c(=O)n1NC(=O)c1ccc(C(C)(C)C)cc1 | 0.4 | -1.4 | 21.5 | -9.2 | -32.0 | / | -9.4 | /
Cc1ccn2c(Nc3ccccc3)c(-c3ccccn3)nc2c1 | 2.4 | 42.8 | 18.4 | -22.4 | -4.7 | 12.4 | 8.2 | 3.0
CCCCCCC(=O)N(O)C1CC(=O)N(c2ccc(C)cc2)C1=O (stereo unspecified) | -2.8 | 37.7 | 8.8 | -12.2 | / | -3.3 | / | 4.0
O=C(Nc1cccc(Cl)c1Cl)C1CCCO1 (stereo unspecified) | -22.8 | 2.6 | -7.0 | 4.7 | -1.8 | 17.1 | -10.7 | -1.4
CN(C)C(=O)[C@H]1[C@H](CO)[C@H]2Cn3c(ccc(-c4ccccc4F)c3=O)[C@H]2N1C(=O)c1cnccn1 | -2.5 | -12.7 | -3.3 | 3.3 | 9.7 | / | 3.9 | -0.8
Cc1cc(=O)n2[nH]c(=O)c(N=Nc3ccccc3)c2[nH]1 | -2.1 | 11.2 | / | 8.5 | / | ? | / | -11.3
COc1ccc(-c2cc(C(=O)NCCN3CCOCC3)c3cc(C(C)C)ccc3n2)cc1 | 0.1 | 1.1 | -10.6 | -5.9 | -10.9 | 3.9 | 5.3 | -5.2
CC(=O)Nc1ccc2c(c1)C(=O)N(C)[C@@H]1CC[C@H](CC(=O)NCC3CC3)O[C@H]1CO2 | -2.9 | -8.6 | -5.8 | -0.7 | 8.6 | 10.7 | -2.8 | -2.1
COc1ccccc1C#Cc1ccc2c(c1)O[C@@H](CN(C)Cc1ccccc1)[C@H](C)CN([C@@H](C)CO)S2(=O)=O | 3.9 | 0.4 | / | -77.7 | -10.7 | 5.7 | -47.1 | 2.3
CCOc1ccc(Br)cc1S(=O)(=O)Nc1ccc(N2CCOCC2)cc1 | -0.8 | -1.6 | / | / | -6.6 | 43.0 | / | -6.2
O=C(c1ccccn1)N1CC2(C1)[C@H](c1ccccc1)[C@@H](CO)N2Cc1ccccc1 | / | / | -3.5 | / | 18.8 | -1.5 | -14.1 | /
Cc1ccc(S(=O)(=O)Nc2ccc3c(c2)C(=O)N([C@H](C)CO)C[C@H](C)[C@@H](CN(C)S(=O)(=O)c2c(C)noc2C)OCCCC[C@@H](C)O3)cc1 | 4.7 | -10.8 | -2.1 | / | 0.5 | -1.3 | 1.5 | -0.4
O=C(C[C@@H]1CC[C@@H]2[C@H](COC[C@@H](O)CN2Cc2cccc(Cl)c2)O1)N1CCCCC1 | -0.7 | 0.2 | 1.9 | 15.0 | 11.0 | -12.4 | -5.9 | 1.1
COc1ccc(CCN2CC(C(=O)N(C)Cc3cccnc3)CC2=O)cc1OC (stereo unspecified) | 0.3 | 5.2 | -5.1 | -1.4 | / | -6.5 | 9.2 | 13.2
O=C(COc1ccccc1)NNc1nc2c(F)cc(F)cc2s1 | / | -3.8 | 21.8 | / | -4.8 | / | 16.0 | /
O=C(C[C@@H]1C[C@@H]2c3cc(NC(=O)C4CCC4)ccc3O[C@@H]2[C@H](CO)O1)NCc1ccccn1 | 0.4 | -2.3 | 7.0 | -3.9 | 14.5 | -2.3 | -2.3 | -2.2
O=C(CC1CC1)Nc1ccc2c(c1)[C@H]1C[C@@H](CC(=O)N3CCOCC3)O[C@H](CO)[C@H]1O2 | 0.5 | -10.0 | -2.7 | -2.4 | -5.7 | 8.4 | -0.3 | 2.0
CC(=O)Nc1ccc(S(=O)(=O)N(C)CC(=O)OC(C)C(=O)NC2(C#N)CCCCC2)cc1 (stereo unspecified) | -3.5 | / | 0.8 | 2.4 | 20.6 | 2.9 | 5.0 | 0.5
Cc1ccc(S(=O)(=O)Nc2ccc3c(c2)C(=O)N([C@@H](C)CO)C[C@H](C)[C@@H](CN(C)C(=O)C2CCCCC2)OCCCC[C@H](C)O3)cc1 | 0.4 | -4.4 | 47.6 | / | -21.4 | 3.5 | -4.4 | -0.7
CC1=C(C(=O)N2CCCCC2)C(c2cccs2)C2=C(CCCC2=O)N1 (stereo unspecified) | -3.8 | -11.6 | / | / | / | 1.9 | / | 2.4
Cc1ccc(NC(=O)CSc2nnc(CSc3nc(C)cc(C)n3)n2Cc2ccco2)c(C)c1 | -0.1 | 1.6 | / | 3.2 | -7.8 | 0.5 | / | -2.8
CCC(C(=O)NC1CCCC1)N(Cc1ccc2c(c1)OCO2)C(=O)c1snc(C(N)=O)c1N (stereo unspecified) | -5.7 | -7.7 | / | -0.9 | -18.3 | -0.6 | -5.8 | -0.6
CCOc1ccc(NC(=O)CN(C)C(=O)c2ccc(OCC(=O)N3CCOCC3)c(OC)c2)cc1OCC | -2.4 | / | -0.3 | -1.3 | -28.2 | / | -7.3 | 0.8
COc1ccc(NC(C)=O)cc1S(=O)(=O)NCc1ccc2c(c1)OCO2 | 8.2 | / | -2.4 | -14.1 | -4.5 | 3.3 | 10.8 | 4.9
O=S(=O)(N[C@H]1CC[C@@H](CCn2cc(-c3ccccn3)nn2)O[C@@H]1CO)c1cccc(Cl)c1 | 0.8 | 95.5* | 5.0 | -4.2 | -0.4 | 2.9 | 6.3 | 6.9
O=S(=O)(c1ccc(Cl)cc1)N1CCCc2ccccc21 | -8.8 | -2.2 | 31.0 | 24.0 | -17.4 | -19.8 | 13.2 | 9.7
CC1(C(=O)Nc2ccc(Cl)c(Cl)c2)CCN1Cc1ccccc1OC(F)F (stereo unspecified) | -0.1 | / | -11.7 | -4.0 | -2.8 | / | 7.3 | 0.8
CC(=O)c1cccc(S(=O)(=O)N2CCN(CCOc3ccccc3)CC2)c1 | 5.4 | -2.8 | 26.0 | 3.4 | -7.4 | 3.4 | 4.2 | 2.6
Cc1noc(C)c1CSc1ncnc2ccccc12 | 0.1 | 22.8 | 5.8 | 0.2 | / | -16.9 | / | -1.0
CN(CC(=O)NC1CCCCC1)S(=O)(=O)c1ccc(Br)s1 | / | 0.1 | / | / | 10.4 | -15.8 | -3.6 | /

Four of the compounds above, with two lines to a compound:
Values run as follows: Cneo AK release, ARNT-TACC3 inh, PAX8 inh HTS, C2C12 statin, GSIS activator, PGC1a acetyl inh, LGR2 antag, PglD DTNB
CCC(C(=O)NC1CCCC1)N(Cc1ccc2c(c1)OCO2)C(=O)c1snc(C(N)=O)c1N (stereo unspecified)
→ -5.7, -7.7, /, -0.9, -18.3, -0.6, -5.8, -0.6
CN(CC(=O)NC1CCCCC1)S(=O)(=O)c1ccc(Br)s1
→ /, 0.1, /, /, 10.4, -15.8, -3.6, /
Cc1noc(C)c1CSc1ncnc2ccccc12
→ 0.1, 22.8, 5.8, 0.2, /, -16.9, /, -1.0
O=S(=O)(N[C@H]1CC[C@@H](CCn2cc(-c3ccccn3)nn2)O[C@@H]1CO)c1cccc(Cl)c1
→ 0.8, 95.5*, 5.0, -4.2, -0.4, 2.9, 6.3, 6.9
